TWEAK-Fn14 inh – blocks TWEAK-Fn14 interaction in a reporter cell assay. inhibition, % at 10 µM. AID 1159606. TWEAK-stimulated Fn14 reporter cells, luciferase luminescence, 8 h. hit rate 2% among 360,000; in the data active means inhibition above about 50%
KKLEB tox – CF airway cell cytotoxicity counter-screen. KKLEB CF airway cells viability, ATPlite luminescence, overnight; active compounds read low; cells stimulated with P. aeruginosa culture filtrate. activity change (cytotoxicity), % at 5 µM. hit rate 0.36% among 360,000. AID 602141;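 active means corrected activity change at or below -50% at 5 µM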
NR2E3 ag-1 – agonists of human nuclear receptor NR2E3; hit rate 0.12% among 320,000; Q9Y5X4; inhibition of corepressor binding, % at 4.78 µM; AID 2300; GST-NR2E3/biotin-RetCOR TR-FRET, 1536-well;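 active means percent inhibition above the cutoff of mean plus 3 SD of all tested compounds, set per screening campaign, cut at about 20% in these data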;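 further: 0% = DMSO wells and 100% = biotin wells as full block of FRET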
Target sequence (Q9Y5X4 whole entry, looked up): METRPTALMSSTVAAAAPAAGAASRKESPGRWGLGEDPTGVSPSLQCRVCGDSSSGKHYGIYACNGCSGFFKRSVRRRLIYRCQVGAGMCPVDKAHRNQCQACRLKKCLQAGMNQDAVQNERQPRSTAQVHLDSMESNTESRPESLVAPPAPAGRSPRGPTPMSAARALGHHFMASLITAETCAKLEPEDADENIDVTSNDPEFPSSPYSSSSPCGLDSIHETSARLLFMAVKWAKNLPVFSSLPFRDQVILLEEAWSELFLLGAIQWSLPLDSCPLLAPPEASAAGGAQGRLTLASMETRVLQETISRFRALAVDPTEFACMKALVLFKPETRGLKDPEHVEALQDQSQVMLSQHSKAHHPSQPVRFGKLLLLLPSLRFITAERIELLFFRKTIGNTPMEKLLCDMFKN
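system = GST-tagged NR2E3 plus biotinylated RetCOR corepressor | input = 1.35 nM GST-NR2E3 | also added = 7 nM biotin-RetCOR | schedule = 5 h incubation at 4 °C | measured by = TR-FRET with europium anti-GST and streptavidin-D2, 340 nm excitation | read-out = percent loss of FRET ratio relative to control wells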
HIF-2a block – inhibitors of HIF-2a | 786-0 RCC cells HIF-2a reporter, luciferase luminescence, overnight | inhibition, % at 18.8 µM | hit rate 0.72% among 360,000;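 active means inhibition of the luminescence signal of 40% or more relative to plate controls, in a single-dose primary screen at 18.75 µM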
Peg3 prom inh – Peg3 promoter activity inhibition. hit rate 1.7% among 360,000. inhibition, % at 20 µM. HeLa PEG-Prom luciferase reporter, luminescence, overnight;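 active means inhibition of at least 50% at 20 µM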
aDG glyco up – increases alpha dystroglycan glycosylation. Pro5-aDG cells, alpha-DG glycosylation AlphaScreen (IIH6); 0% Pro5, 100% B10-LARGE cell signal. activation, % at 10 µM. hit rate 0.22% among 360,000;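 active means activation of at least 8% versus controls, or a plate z-score of at least 8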;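 further: Pro5 are CHO cells carrying HIG-tagged alpha-DG that lacks glycosylation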
CF NFkB block – blocks PAF-induced NF-kB reporter in cystic fibrosis cells | KKLEB NF-kB-GFP reporter, GFP fluorescence overnight | inhibition, % at 5 µM | AID 588850 | hit rate 0.86% among 360,000;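 active means at least 50% inhibition at 5 µM, scaled per plate between neutral and stimulator controls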;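 further: PAF is a Pseudomonas aeruginosa culture filtrate used as stimulus; plate controls were PAF-stimulated DMSO wells for no effect and unstimulated DMSO wells for full effect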
MITF TRPM1 inh – MITF TRPM1 promoter inhibition in SK-MEL-5 cells; SK-MEL-5 TRPM1 promoter luciferase, 24 h; inhibition, % at 12.5 µM; hit rate 0.83% among 330,000;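 active means mean inhibition across replicates of 60% or more, whatever share of single replicates reaches that level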; further: values of inactives mirror those of a sister screen read the other way
NR2E3 ag-2 – human photoreceptor-specific nuclear receptor agonism. Q9Y5X4. CHO-S Gal4-NCOR/VP16-NR2E3 two-hybrid, luciferase. inhibition of corepressor binding, % at 3.98 µM. hit rate 0.35% among 360,000. AID 602229;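 active means inhibition above the mean of all tested compounds plus 3 SD, cut at about 70% in these data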;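 further: 0% = DMSO with NR2E3 transfected cells and 100% = cells lacking NR2E3 construct; higher means lower luciferase signal from less NR2E3 corepressor binding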
Shn3 inh set2 – reduces Shn3 3'UTR luciferase signal in osteoblasts; Clone20 osteoblast Shn3 3'UTR firefly luciferase, 24 h; inhibition, % at 12.5 µM; hit rate 0.52% among 360,000; AID 588674;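 active means mean inhibition of at least 75% with every replicate also reaching 75%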;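 further: 0% = median of neutral control wells and 100% = pilot-screen positive control compound; some compounds past the cut are filed as inactive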
iPSC survival up – increases survival of single human iPS cells. survival enhancement, % at 20 µM. hit rate 0.044% among 360,000. hiPSC single-cell survival, ATPlite luminescence; 100% = ROCK inhibitor wells, 0% = DMSO; in the data active means survival enhancement above about 18%;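 further: cells exposed to compounds for 16 hours before the ATP read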
The depositor's hits bear a star; . = not tested or not shown.

SMILES | TWEAK-Fn14 inh | KKLEB tox | NR2E3 ag-1 | HIF-2a block | Peg3 prom inh | aDG glyco up | CF NFkB block | MITF TRPM1 inh | NR2E3 ag-2 | Shn3 inh set2 | iPSC survival up
COc1ccc(C2C(=O)NN=C2C)cc1 (stereo not given) | 9 | -1 | . | 8 | -3 | 0.1 | 8 | -10 | -6 | -2 | 0.9
CCOC(=O)c1c(NC(=O)Cn2nnc3ccccc32)sc2c1CCC(C)C2 (stereo not given) | 44 | -10 | -1 | 16 | 17 | 0.4 | 12 | 8 | -20 | 14 | -0.8
Cc1ccccc1C(=O)NCC(=O)Nc1ccccc1C(F)(F)F | -20 | 5 | 0 | 11 | 12 | 0.0 | 12 | 4 | -1 | -10 | 1.1
Cc1ccc(-n2nnnc2SCC(=O)Nc2ccc3c(c2)COC3=O)cc1C | 3 | 3 | 1 | -35 | 28 | -0.3 | 1 | 4 | 3 | -5 | 1.0
Cc1nn(Cc2ccc(Cl)cc2)c(C)c1NC(=O)c1noc2c1CCCCC2 | 23 | -2 | 4 | 8 | 8 | -0.2 | -1 | 14 | -4 | 11 | 2.2
CC(=O)Nc1ccc(NC(=O)COC(=O)c2ccc(C)s2)cc1 | -5 | 7 | 2 | -14 | 1 | -0.2 | -7 | -3 | -3 | -4 | -3.8
CCOC(=O)C1CCCN(C(=O)CC(C)c2ccccc2)C1 (stereo not given) | -6 | -1 | 1 | -228 | -205 | 0.0 | 6 | -80 | -53 | -29 | -0.4
Cc1ccc(-c2n[nH]c(=O)c3ccccc23)cc1S(=O)(=O)Nc1ccc(F)cc1 | 30 | -14 | -1 | 36 | 25 | -0.1 | 22 | 1 | -3 | 30 | -0.1
Cc1ccc(C(=O)Nc2ccccc2N2CCCC2)cc1S(=O)(=O)N1CCOCC1 | -7 | -8 | 2 | 1 | 6 | 0.4 | 9 | 9 | -12 | -10 | -0.1
CCCn1c(N)c(N(CCOC)C(=O)c2ccccc2F)c(=O)[nH]c1=O | -7 | -4 | 1 | 16 | 3 | -0.1 | 1 | -2 | -10 | -11 | -0.1
CCn1c(C)nc2cc(C(=O)NNC(=O)CCC3CCCC3)ccc21 | -12 | 3 | 1 | -8 | -4 | -0.1 | -1 | -4 | -5 | -8 | 3.3
Cc1nc(SCC(=O)Nc2ccc(F)cc2)c(C#N)c(C)c1CC(=O)c1ccc(Br)cc1 | -156 | -35 | 1 | 9 | 91* | 0.0 | 33 | 65* | -11 | 33 | 0.8

Peg3 prom inh, hit marks shown above.
smiles	TWEAK-Fn14 inh	NR2E3 ag-1	HIF-2a block	Peg3 prom inh	aDG glyco up	CF NFkB block	MITF TRPM1 inh	NR2E3 ag-2	Shn3 inh set2
Cc1nc(SCC(=O)Nc2ccc(F)cc2)c(C#N)c(C)c1CC(=O)c1ccc(Br)cc1	-156	1	9	91*	0.0	33	65*	-11	33

Next section.
SMILES | TWEAK-Fn14 inh | KKLEB tox | NR2E3 ag-1 | HIF-2a block | Peg3 prom inh | aDG glyco up | CF NFkB block | MITF TRPM1 inh | NR2E3 ag-2 | Shn3 inh set2 | iPSC survival up
CC(C)(C)N(Cc1ccccc1)C(=O)CN1C(=O)NC2(CCCCCC2)C1=O | 3 | -2 | 2 | 16 | 19 | 0.0 | 3 | 10 | -26 | -11 | 0.2
CC(=O)Nc1cc(-c2ccc(N3CCN(C)CC3)cc2)cn2c(-c3ccc(F)cc3)cnc12 | -37 | -21 | . | -14 | -25 | -0.9 | 22 | . | 11 | 1 | -3.5
NC(=O)C1CCN(CC(=O)c2c[nH]c3ccc(F)cc23)CC1 | -5 | -7 | 1 | -5 | 17 | -0.1 | 0 | 5 | -25 | 5 | -2.1
Cn1c(C(C#N)C(=O)Cc2cccc3ccccc23)nc2ccccc21 (stereo not given) | 27 | -14 | -2 | -1 | 12 | 0.4 | 12 | 8 | 24 | 4 | -2.8
CC(C)N(Cc1ccccc1)C(=O)COC(=O)c1cc[n+]([O-])cc1 | -7 | -8 | . | 0 | 11 | -0.3 | -9 | 1 | 4 | -54 | 0.2
O=C(NCCc1cccs1)c1ccc(Cl)c(Cl)c1 | -1 | 14 | -2 | -299 | -341 | -0.4 | -20 | -95 | -148 | -94 | -0.5
CCOC(=O)c1ccccc1NC(=O)c1ccc2nc[nH]c2c1 | -18 | -12 | 2 | -11 | -19 | 0.0 | 12 | -11 | -4 | 7 | 0.7
O=C(/C=C/c1ccccc1)NC(=O)c1ccccc1O | -1 | 7 | -3 | -264 | -214 | 0.1 | -11 | -59 | -26 | -181 | -0.3
CCOc1ccc(NC(=O)c2cccc(NC(C)=O)c2)cc1S(=O)(=O)N1CCCC1 | -18 | 15 | . | -1 | -6 | 0.3 | -3 | 4 | 17 | 5 | -0.3
COc1ccc(S(=O)(=O)NC(CC(=O)NCc2ccco2)C(C)C)cc1 (stereo not given) | -16 | 3 | 0 | 25 | 6 | 0.1 | -8 | -7 | -7 | -5 | 1.4
O=C(NCCc1c[nH]c2ccccc12)/C(=C\c1cccnc1)NC(=O)c1ccccc1F | -4 | 6 | -2 | 11 | 12 | 0.1 | -6 | 6 | 0 | -59 | 0.6
Cc1cc(=O)[nH]c(SCC(=O)N(CCC#N)c2ccccc2)c1C#N | 7 | 6 | 0 | 2 | 7 | -0.1 | -1 | 3 | -16 | -3 | 2.1
C=CCN1C(=O)c2ccc(C(=O)N(C)CC(=O)Nc3ccccc3Br)cc2C1=O | 11 | -6 | -2 | 11 | 2 | 0.1 | -4 | 9 | 9 | 15 | -0.1
Cc1ccc(S(=O)(=O)N2CCCC2)cc1[N+](=O)[O-] | 14 | -2 | 4 | 2 | 6 | -0.3 | 13 | -8 | 11 | 21 | -2.0
O=C(Cc1cccs1)Nc1nc(-c2ccc(F)c(F)c2)cs1 | 40 | 1 | 2 | -138 | -50 | -0.1 | -18 | . | -69 | 18 | -0.3
FC(F)(F)c1cccc(N2CCN(C(=S)NCC3CCCO3)CC2)c1 (stereo not given) | 23 | -8 | 0 | 16 | 9 | 0.7 | 4 | -1 | 11 | -13 | 1.0
CCN(CC)S(=O)(=O)c1ccc2c3c(cccc13)C(=O)N2 | -25 | -2 | -1 | 10 | 11 | -0.1 | -17 | -3 | -4 | 22 | -0.2
Cc1ccc(N(CC(=O)O)S(C)(=O)=O)cc1Cl | 14 | 5 | -1 | 19 | 0 | -0.3 | -4 | -1 | 8 | -11 | 2.2
N#CN(CC(N)=O)c1nc(N2CCCCC2)nc(N2CCCCC2)n1 | 6 | -5 | 2 | 20 | 12 | 0.0 | 3 | -11 | -5 | 7 | -3.6
Cc1ccc(C(CNS(=O)(=O)c2ccc(F)cc2)N2CCN(C)CC2)cc1 (stereo not given) | 6 | 1 | -7 | 0 | -21 | 0.0 | 0 | -8 | 2 | -14 | -0.4
O=C(C1CCC(=O)N1C1CCCCC1)N1CCN(c2ccc(F)cc2)CC1 (stereo not given) | 7 | -7 | 0 | 14 | 19 | 0.0 | 13 | 6 | 12 | -20 | -1.5
CSc1ccc(CNCCCSc2ncccn2)cc1 | -3 | 0 | -2 | 9 | 2 | 0.1 | 8 | -3 | 4 | -8 | -0.7
CCOc1ccc(CNC(=O)CCc2cn(C)c3ccccc23)cc1 | -19 | 5 | 1 | -4 | -5 | 0.0 | -6 | -1 | -1 | -4 | -0.9
Cc1ccc(C(=O)NNC(=O)COC(=O)COc2ccccc2C#N)cc1 | 7 | 6 | 3 | -1 | -10 | -0.1 | 4 | -3 | -2 | 12 | -0.2

Not a retest: an excerpt of the list.
SMILES | TWEAK-Fn14 inh | KKLEB tox | NR2E3 ag-1 | HIF-2a block | Peg3 prom inh | aDG glyco up | CF NFkB block | MITF TRPM1 inh | NR2E3 ag-2 | Shn3 inh set2 | iPSC survival up
C=CCN1C(=O)c2ccc(C(=O)N(C)CC(=O)Nc3ccccc3Br)cc2C1=O | 11 | -6 | -2 | 11 | 2 | 0.1 | -4 | 9 | 9 | 15 | -0.1
Cc1ccc(S(=O)(=O)N2CCCC2)cc1[N+](=O)[O-] | 14 | -2 | 4 | 2 | 6 | -0.3 | 13 | -8 | 11 | 21 | -2.0
O=C(Cc1cccs1)Nc1nc(-c2ccc(F)c(F)c2)cs1 | 40 | 1 | 2 | -138 | -50 | -0.1 | -18 | . | -69 | 18 | -0.3
FC(F)(F)c1cccc(N2CCN(C(=S)NCC3CCCO3)CC2)c1 (stereo not given) | 23 | -8 | 0 | 16 | 9 | 0.7 | 4 | -1 | 11 | -13 | 1.0

Following part
SMILES | TWEAK-Fn14 inh | KKLEB tox | NR2E3 ag-1 | HIF-2a block | Peg3 prom inh | aDG glyco up | CF NFkB block | MITF TRPM1 inh | NR2E3 ag-2 | Shn3 inh set2 | iPSC survival up
c1ccc(-c2nnc(SCc3nc4ccccc4[nH]3)n2Cc2ccco2)nc1 | -5 | 9 | 3 | 4 | 19 | 0.1 | 0 | 16 | 15 | 24 | 1.9
COc1ccc(C(=O)NCC(=O)N2CCC3(CC2)NCCc2[nH]cnc23)cc1 | 2 | 1 | -1 | 6 | 6 | -0.1 | 2 | 6 | 18 | -20 | -0.5
CCOC(=O)c1sc(NC(=O)CCN2C(=O)c3cccc([N+](=O)[O-])c3C2=O)c(C(=O)OCC)c1C | -14 | 12 | 5 | -27 | 4 | 0.2 | -23 | 10 | 11 | -8 | 0.8
C/C=C/C=C\C(=O)Nc1cccc(C2=NOC3(C2)C[C@@H](C(N)=O)N(C(=O)/C(C)=C/C)C3)c1 (stereo not given in full) | 14 | -8 | 3 | 5 | -4 | 0.1 | -10 | 2 | -35 | 4 | -0.2
CCOC(=O)c1sc(NC(=O)CSc2ccccn2)c(C#N)c1C | -11 | -47 | 4 | 8 | 13 | 0.1 | 40 | 7 | 5 | 15 | -3.6
Fc1ccc(-n2c(-c3cccs3)nc3nc4ccccc4nc32)cc1 | -32 | 5 | 2 | 3 | -6 | 0.0 | -7 | -3 | -7 | -6 | -0.4
O=C(Cc1coc(-c2ccc(F)cc2)n1)Nc1ccccc1 | -12 | 2 | 3 | -61 | -32 | -0.1 | 2 | -13 | 19 | -3 | 2.2
CCOc1[nH]n(-c2ccccc2)c(=O)c1C=Nc1ccc(C)cc1 | -12 | -18 | -2 | 2 | -8 | -0.4 | 1 | -11 | -24 | -20 | 2.8
COC(=O)c1ccc(NC(=O)C(=O)c2cccn2C)cc1 | 38 | -4 | -3 | -172 | -94 | 0.1 | 4 | -18 | -131 | -63 | -2.8
COc1cc(C(C)=O)ccc1OCc1cc(C(=O)N2CCSCC2)no1 | 8 | 4 | 4 | -39 | -10 | 0.0 | -8 | -14 | -2 | -3 | -0.4
COc1ccccc1N(CC(=O)NCCSCc1ccc(Cl)cc1)S(C)(=O)=O | 3 | 5 | 1 | 17 | 27 | 0.1 | -10 | -12 | 16 | 6 | -0.1

Compound activity as filed in PubChem.

The order is random; overall some 4.4% were active at least once.
